Compound activity (PubChem)
MBD2 DNA inh: blocks human MBD2 binding to methylated DNA. Q9UBB5. TR-FRET, MBD2 binding to methylated oligonucleotide. inhibition, % at 4.4 µM. hit rate 0.31% among 370,000; in the data active = inhibition above about 13%
Target sequence (Q9UBB5 whole entry, looked up): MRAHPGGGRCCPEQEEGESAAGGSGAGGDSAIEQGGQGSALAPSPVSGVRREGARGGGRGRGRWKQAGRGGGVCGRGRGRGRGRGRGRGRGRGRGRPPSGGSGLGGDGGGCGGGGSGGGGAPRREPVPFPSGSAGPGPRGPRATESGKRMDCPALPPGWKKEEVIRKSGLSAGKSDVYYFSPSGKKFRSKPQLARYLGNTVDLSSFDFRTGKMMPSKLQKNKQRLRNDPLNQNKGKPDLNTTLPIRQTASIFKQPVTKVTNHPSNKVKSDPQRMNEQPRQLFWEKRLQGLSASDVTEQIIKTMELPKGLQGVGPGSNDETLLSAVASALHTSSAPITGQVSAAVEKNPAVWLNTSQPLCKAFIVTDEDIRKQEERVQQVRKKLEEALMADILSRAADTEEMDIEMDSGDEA
PG9 Ab binder: PG9 antibody binding by small molecule | TR-FRET gp120-PG9 antibody binding | inhibition, % at 6.7 µM | hit rate 0.43% among 360,000; in the data active = inhibition above about 8.5%
Rev-erbA mod: modulates human Rev-erb alpha binding to DNA; AID 1259318; P20393; Rev-erbα–FITC-DNA binding, fluorescence polarization, 90 min; hit rate 0.79% among 370,000; activity, % at 10 µM;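 active = activity above about 14%, limit read from the data; passing the limit was not always enough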;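 note: 0% = DMSO wells with 35 nM protein and 100% = DMSO wells with 750 nM protein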
Target sequence (P20393 whole entry, looked up): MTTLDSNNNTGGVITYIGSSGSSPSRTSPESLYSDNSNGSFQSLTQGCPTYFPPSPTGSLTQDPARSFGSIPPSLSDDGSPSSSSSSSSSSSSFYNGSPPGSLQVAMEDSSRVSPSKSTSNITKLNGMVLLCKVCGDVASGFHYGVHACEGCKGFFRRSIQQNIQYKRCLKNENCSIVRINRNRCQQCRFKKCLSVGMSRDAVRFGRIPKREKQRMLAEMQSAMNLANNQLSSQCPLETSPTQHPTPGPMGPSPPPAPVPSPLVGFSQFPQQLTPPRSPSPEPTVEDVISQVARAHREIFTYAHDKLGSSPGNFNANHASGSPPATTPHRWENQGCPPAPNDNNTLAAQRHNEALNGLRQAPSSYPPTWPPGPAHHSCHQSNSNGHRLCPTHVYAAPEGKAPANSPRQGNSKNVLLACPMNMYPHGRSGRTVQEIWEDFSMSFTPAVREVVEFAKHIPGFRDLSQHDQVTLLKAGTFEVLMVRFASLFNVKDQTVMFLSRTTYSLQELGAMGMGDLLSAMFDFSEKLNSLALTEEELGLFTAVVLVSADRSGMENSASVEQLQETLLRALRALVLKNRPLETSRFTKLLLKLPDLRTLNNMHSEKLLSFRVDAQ
PRMT1 inh: PRMT1 (human) inhibition, primary screen; Q99873; recombinant PRMT1, activity-based probe fluorescence polarization; inhibition, % at 2.79 µM; hit rate 1.3% among 370,000; AID 652257;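 active = inhibition above about 21% made by adding two undisclosed values, limit read from the data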
rCAG binder: binds r(CAG) RNA repeats | r(CAG) RNA repeat, TO-PRO-1 dye displacement fluorescence | inhibition, % at 3 µM | hit rate 1.3% among 370,000 | AID 651821;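 active = inhibition above the plate cutoff, the mean of all test compounds on that plate plus 3 SD, cut at about 35% in these data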;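 note: 0% = DMSO alone and 100% = 100 µM mitoxantrone as full dye displacement; higher means more dye released from RNA so lower well fluorescence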
UHRF1 binding: blocks human UHRF1 binding to methylated DNA | inhibition, % at 4.4 µM | hit rate 0.75% among 370,000 | Q96T88 | UHRF1 binding to methylated oligo, TR-FRET; in the data active = inhibition above about 21%;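 note: UHRF1 SRA domain binding a hemimethylated CpG hairpin DNA probe; 0% = median of test compound wells and 100% = reference inhibitor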
mABHD4 FP: inhibits mouse alpha/beta hydrolase domain 4; Q8VD66; hit rate 0.54% among 370,000; inhibition, % at 8.92 µM; purified mABHD4, FP-Rh probe fluorescence polarization;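 active = inhibition exceeding the mean over every tested compound plus 3 SD, cut at about 30% in these data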;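 note: 0% = plate median of compound wells and 100% = S159A mutant with DMSO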
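System: mouse ABHD4 enzyme, wild type / Medium: HEPES pH 7.0, NaCl, Pluronic buffer / Reagent: FP-Rh activity-based fluorescent probe / Control set: S159A mutant high control, sample median low control / Detection: fluorescence polarization with parallel and perpendicular emission, 525/598 nm / Schedule: 45 min + 60 min at 25 °C / Compound dosing: 8.92 µM, single dose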
TCR-CD3 inh: blocks the human TCR-CD3 interaction | TAMRA-labeled TCR probe fluorescence, biochemical | inhibition, % at 9.4 µM | hit rate 0.37% among 360,000; in the data active = inhibition above about 19%;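 note: recombinant mutant TCR 2C K166C tagged with TAMRA read by polarization; 0% = receptor in buffer alone and 100% = receptor with positive control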
LEDGF integ inh: blocks HIV-1 LEDGF/p75-dependent DNA integration | TR-FRET IN-LEDGF/p75 DNA integration, Eu/Cy5 | inhibition, % at 3.7 µM | hit rate 0.64% among 370,000 | AID 743269;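 active = inhibition above the screen-wide mean plus 3 SD, cut at about 13% in these data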;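 note: signal is the Cy5 over europium emission ratio at 671 and 618 nm; 0% = plate median of compound wells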
HTRA1 inhibitor: inhibitors of human serine peptidase HTRA1; recombinant HTRA1, FP-rhodamine activity-based probe, fluorescence polarization; inhibition, % at 5.96 µM; hit rate 0.5% among 340,000; in the data active = inhibition above about 36%;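 note: 0% = enzyme with DMSO and 100% = wells lacking enzyme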
Starred values were filed as active, the others as inactive; nt = no result given.

smiles	MBD2 DNA inh	PG9 Ab binder	Rev-erbA mod	PRMT1 inh	rCAG binder	UHRF1 binding	mABHD4 FP	TCR-CD3 inh	LEDGF integ inh	HTRA1 inhibitor
CC(=O)c1ccc(N(C(=O)CNC(=O)c2cccs2)C(C(=O)NCC2CCCO2)c2ccccc2)cc1 (stereo unspecified)	5.2	-0.1	-1.1	2.3	-2.8	-2.8	1.9	-5.7	-3.0	-4.9
CCOC(=O)N1CCN(C(=O)CN(c2ccc(OC)c(OC)c2)S(C)(=O)=O)CC1	0.9	-0.4	-1.8	2.9	-2.7	0.8	1.8	6.9	-1.4	-5.7
O=C(COC(=O)c1ccc([N+](=O)[O-])cc1Cl)NCc1ccco1	2.0	-1.0	6.2	-1.0	1.9	6.0	3.3	-9.3	0.6	0.9
O=C(CCCSc1nc2ccccc2[nH]1)NCc1ccco1	0.7	1.3	-0.1	1.9	7.2	6.3	3.3	3.2	-3.1	6.6
CN(Cc1ccccc1)S(=O)(=O)c1ccc(Cl)c(C(=O)O)c1	-3.1	-0.2	-1.5	-2.9	2.0	0.1	-7.5	1.0	1.4	-1.2
COc1cccc(NC(=O)CN(C)C(=O)C2CCN(C(=O)c3ccccc3C)CC2)c1	1.2	0.1	1.8	-0.5	-2.0	0.6	8.5	0.1	2.4	-2.2
c1ccc2c(NCCCN3CCOCC3)c3ccccc3nc2c1	1.1	-2.0	5.8	0.2	3.6	5.3	7.1	-0.3	-0.9	nt
O=C(COC(=O)Cn1cnc2ccccc21)Nc1ccc2c(c1)OCCO2	2.0	0.0	-1.9	-1.1	1.3	1.1	3.4	-0.3	-1.8	0.7
CCCc1c(C)c(C#N)c2nc3ccccc3n2c1NCCCN1CCOCC1	-2.4	-2.2	-1.4	-0.7	-1.4	-1.4	-11.1	7.3	3.4	0.2
CCOC(=O)C1CCCN(CC(=O)Nc2c(C(=O)OC)[nH]c3ccc(C)cc23)C1 (stereo unspecified)	1.5	-1.8	-4.5	0.7	-3.6	-0.3	3.9	7.9	-0.3	-2.0
O=C(NCc1cccs1)C1CC1	0.1	-0.3	2.3	-0.6	-0.6	-1.6	2.5	5.3	0.7	-3.8
Cc1ccc(CNC(=O)CSc2nccn(-c3ccc(C)c(F)c3)c2=O)cc1	3.3	-1.2	0.1	36.9*	-1.6	0.3	4.8	-1.2	-2.0	-8.7
COc1ccc(NC(=O)CSc2ccc3ccccc3c2)cc1S(=O)(=O)N1CCCCC1	1.8	-0.1	3.8	5.2	18.1	1.6	-46.7	-13.5	-0.3	-46.1
COC(=O)c1cccc(NC(=O)CCCOc2cccc(C)c2)c1	-0.2	-0.3	-5.4	0.3	-5.9	-0.1	-0.7	7.5	0.3	-17.6
O=C(O)c1ccc2c(c1)CCC2	0.3	1.0	-0.2	4.8	-2.1	2.2	0.8	-4.9	0.8	nt
C(=C\c1nc(-c2cccnc2)no1)/c1ccccc1	0.8	-1.3	2.7	0.5	-1.3	-3.6	-6.7	-0.5	0.3	-1.4
CCOC(=O)/C=C1\SCC(=O)N1CC(=O)NC1CCCCC1	-2.4	0.1	3.6	-1.9	-1.7	-0.7	-2.1	-0.3	5.0	3.2
S=c1[nH]nc(COc2cccc3ccccc23)n1Cc1ccccc1	3.1	1.8	-0.7	8.8	19.5	0.3	0.0	3.5	0.3	-8.3
CCOC(=O)C1CCCC12Nc1cccc3cccc(c13)N2 (stereo unspecified)	0.6	-12.1	-3.5	0.1	9.8	-3.7	10.3	1.3	-3.6	24.1
Nc1cc(=O)nc(SCC(=O)N2CCN(c3ccccc3)CC2)n1-c1ccc(F)cc1	1.6	-3.2	-0.1	1.2	-4.7	4.3	-1.6	-4.7	-4.8	-1.4
C=CCN(CC(=O)O)S(=O)(=O)c1ccccc1C(F)(F)F	2.6	-0.2	3.9	-2.3	3.1	-1.8	1.4	-2.5	0.8	3.1
N#C/C(=N\Nc1ccccc1F)C(=N)N1CCCCC1	1.2	-2.0	1.8	0.3	0.2	0.7	-6.7	0.9	-0.7	-0.1
O=C1N(CC(=O)N2CCc3ccccc32)CCN1Cc1ccccc1Cl	3.5	-0.2	nt	-1.9	-7.5	0.8	-3.4	-8.5	2.2	-6.9
O=C(COC(=O)CCCN=C1NS(=O)(=O)c2ccccc21)NNC(=O)c1ccccc1	4.8	-0.5	-1.5	1.3	-0.7	-0.7	-0.6	-6.4	-0.7	0.9
C/C=C/c1ccc(OCCSc2nc(C)cc(=O)[nH]2)c(OC)c1	-2.4	-1.9	0.7	2.0	-1.1	-1.4	-16.5	2.1	5.8	0.5
NC(=O)Cc1ccc2sc(-c3ccccc3)nc2c1	1.9	-0.6	-4.4	-0.2	1.7	-6.5	4.8	6.6	1.0	-3.4
CCOc1ccc(N(CC(=O)Nc2cccc(OC)c2)S(=O)(=O)c2c(C)noc2C)cc1	-0.5	-0.4	-3.0	-2.4	5.6	-0.6	-9.8	7.5	1.6	-25.6
CC(=O)Nc1cncc(-c2ccccc2F)n1	-4.3	1.2	-6.6	1.6	1.4	-0.6	-4.2	1.3	1.4	nt
C=CCN(C(=O)CC(NC(C)=O)c1ccccc1)c1nc(-c2ccc(S(C)(=O)=O)cc2)cs1 (stereo unspecified)	7.2	1.4	2.8	13.1	10.0	7.1	-22.3	1.3	-1.3	-24.8
O=C(Nc1cc(C(F)(F)F)ccc1N1CCOCC1)c1ccc(Cl)nc1	0.5	0.9	-3.9	1.6	0.0	-2.3	-5.5	-1.5	0.9	-9.8
Cc1cccc(N(C)C(=O)c2cc(S(=O)(=O)N3CCCC3)cn2C)c1	1.1	-0.3	-2.5	-6.7	2.4	-1.3	2.2	-2.7	3.1	5.5
N#C/C(=C\c1cccnc1)c1ccccn1	0.2	0.4	2.8	-0.8	-2.2	-0.3	-1.1	2.8	3.6	-0.3
O=C(O)[C@@H]1CC(O)CN1C(=O)CCc1c[nH]c2ccccc12 (stereo partly specified)	-5.1	-1.6	-1.4	2.5	7.5	0.3	-0.3	11.6	1.4	2.6
COC1=CC(=O)OC(c2ccccc2)C1 (stereo unspecified)	-5.4	-1.3	-0.7	-3.2	1.1	-2.8	-4.6	6.6	4.3	nt
Cc1ccccc1C(=O)Nn1cnc2ccccc2c1=O	-2.3	-0.6	4.7	-2.5	0.9	-3.1	2.9	4.7	1.9	1.4
COc1cc(CC(=O)OCC(=O)NCc2ccco2)cc(OC)c1OC	2.5	-0.2	-1.2	7.0	5.9	3.3	-2.5	1.0	-0.6	4.3
Cc1ccc(/C=N/NC(=O)CNC(=O)COc2ccc(Cl)cc2)o1	-2.6	-0.4	2.6	2.9	0.9	-0.6	-1.6	-2.3	-3.1	2.3
CCC(C(=O)NCCCN1CCN(C)CC1)n1nc(C)n2c(cc3occc32)c1=O (stereo unspecified)	3.6	-0.9	-2.9	-0.2	0.5	0.8	3.0	0.2	-0.9	6.0
COc1cccc(CNCc2cccc(Br)c2)c1OC	2.0	-0.6	-4.6	-2.7	-10.6	5.4	-0.8	5.9	-2.3	4.2
CC(C)NS(=O)(=O)c1ccc(OCC(=O)N2CCc3ccccc3C2)cc1	4.5	0.8	0.6	-4.8	-4.2	-0.9	3.8	-2.4	-0.2	3.8
CC(NCC(=O)Nc1ccccc1C(=O)NC1CC1)c1ccco1 (stereo unspecified)	-6.4	-3.4	-1.6	-2.4	0.2	-1.8	-1.1	-0.8	5.7	2.9
O=C(c1cc(COc2ccc(F)cc2Cl)on1)N1CCc2sccc2C1	3.4	0.7	3.9	-0.4	1.7	2.1	-1.6	3.1	1.7	-30.7
C[C@@H]1CN(C(=O)c2cc(COc3cccc(C(F)(F)F)c3)on2)C[C@H](C)O1	-4.8	-1.5	6.6	-0.4	-10.0	-2.8	-4.0	9.4	-1.2	-4.3
CC(C)CN1C(=O)[C@@]2(CC(=O)N(C)C2c2ccccc2)c2cc(-n3cc(CO)nn3)ccc21 (stereo partly specified)	-1.3	nt	-3.6	-2.6	3.0	1.6	4.0	nt	-2.5	nt
CSCC[C@H](NC(=O)COc1ccc(Cl)cc1)C(=O)N1CCC2(CC1)NCCc1[nH]cnc12	1.1	-2.6	0.2	-5.5	-2.0	-1.9	-3.7	6.7	1.9	-0.6
O=C(COC(=O)COc1ccccc1F)Nc1ccc2c(c1)OCO2	1.4	-0.5	-4.6	-2.1	2.6	-0.4	2.4	1.4	1.2	8.6
O=C(/C=C/c1cccc(Cl)c1)NCCc1ccccc1	-2.0	-1.9	1.0	-1.0	-4.5	0.5	-11.3	6.6	-3.8	-21.8
O=C(CN1C(=O)NC2(CCCC2)C1=O)NCc1ccco1	-1.7	0.2	6.2	0.1	2.4	-0.7	-4.5	3.3	0.0	-8.4
CC(=O)c1ccccc1NC(=O)c1cc(S(=O)(=O)N2CCOCC2)ccc1N1CCCC1	-1.8	0.7	144.2*	-3.0	-0.5	1.6	4.6	-0.7	3.4	-3.2
O=C(OCn1nnc2ccccc2c1=O)C1=COCCO1	1.3	-0.1	-1.6	3.7	-1.8	-0.8	6.7	-5.3	-4.2	4.8

Part of the list above, with values under each structure.
Values run as follows: MBD2 DNA inh	PG9 Ab binder	Rev-erbA mod	PRMT1 inh	rCAG binder	UHRF1 binding	mABHD4 FP	TCR-CD3 inh	LEDGF integ inh	HTRA1 inhibitor
> Cc1ccccc1C(=O)Nn1cnc2ccccc2c1=O
 : -2.3	-0.6	4.7	-2.5	0.9	-3.1	2.9	4.7	1.9	1.4
> COc1cc(CC(=O)OCC(=O)NCc2ccco2)cc(OC)c1OC
 : 2.5	-0.2	-1.2	7.0	5.9	3.3	-2.5	1.0	-0.6	4.3

(listing goes on)
smiles	MBD2 DNA inh	PG9 Ab binder	Rev-erbA mod	PRMT1 inh	rCAG binder	UHRF1 binding	mABHD4 FP	TCR-CD3 inh	LEDGF integ inh	HTRA1 inhibitor
CC(NC(=O)c1ccco1)C(=O)N1CCN(c2cccc(C(F)(F)F)c2)CC1 (stereo unspecified)	1.0	0.0	9.0	-2.6	1.9	-0.9	2.7	7.6	0.0	8.3
COc1ccc(CCC(=O)OCC(=O)NCc2ccc(OC)c(OC)c2)cc1OC	1.3	0.2	-1.3	-0.7	1.3	1.4	3.7	-5.8	-1.9	1.8
CCOC(=O)c1ccc(NC(=O)N2CCN(Cc3ccccc3)CC2)cc1	5.0	0.7	3.3	-1.2	-10.5	0.0	1.2	-1.5	-1.6	-4.8
CN1CCN(S(=O)(=O)c2cccc(C(=O)NC3CCCC3)c2)CC1	-4.7	0.8	-1.7	-3.7	-1.4	-3.3	-4.2	-3.5	3.3	-5.6
COCCN1C(=O)N[C@@H](c2ccccc2)C(C(=O)OC)=C1C	-2.9	-0.6	6.1	0.6	-0.4	1.5	4.0	0.1	-0.3	7.3
Cc1cc(F)ccc1N1CCC(N2CCN(C)C(CCO)C2)CC1 (stereo unspecified)	-2.6	-1.0	0.0	1.1	-3.3	-1.4	3.1	7.4	-0.6	-7.7
O=C(NCCN1CCOCC1)c1cccc(Br)c1	-5.6	-0.6	-4.6	-3.8	-3.3	5.2	0.8	5.2	2.2	3.5
Cc1ccc(-c2nc3ccc(Cl)cn3c2Cc2ccsc2)cc1	0.4	-2.2	-3.7	9.5	21.1	3.4	17.2	4.1	-2.5	nt

Some of the compounds tested; rates above refer to the full screens.
